ALOX12 inh = blocks human arachidonate 12S-lipoxygenase; P18054; purified 12hLO, xylenol orange hydroperoxide absorbance; Potency, µM (top dose mostly 108 µM), for inactives: top-dose activity change, negative = inhibition, most hits filed as inhibitors; 580,000 tested, 1.1% active; also: % is scaled to controls: 0 for no effect and ±100 for the full control effect
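Hydroperoxide product was detected by ferrous iron/xylenol orange as the 573 to 405 nm absorbance ratio. Arachidonic acid at 40 uM (final) was turned over for 30 min at room temperature by 150 nM human 12hLO, pH 7.0 Hepes buffer, after 15 min compound preincubation.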
JMJD2A Tudor = blocks the human JMJD2A Tudor domain | O75164 | Potency, µM (series often up to 114 µM), inactives show top-dose activity change, negative = inhibition, actives largely listed as inhibitors | 390,000 tested, 4.4% active | AlphaScreen JMJD2A-Tudor / H3K4me3 peptide binding; also: % is scaled to controls: 0 for no effect and ±100 for the full control effect; nearly all actives have a fitted effect of over 50% in size
HP1b chromo inh = inhibitors of HP1-beta chromodomain binding to methylated histone tails; AID 540317; Potency, µM (titrated, usually from 114 µM), inactives show at the top dose activity change, negative = inhibition, most hits filed as inhibitors; AlphaScreen HP1-beta / biotin-H3K9me3 peptide binding; 390,000 tested, 0.56% active; also: nearly all actives have a fitted effect of over 70% in size; inactives centre near 23
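HP1-beta protein (50 nM final) preincubated 30 min at room temperature with biotinylated H3(1-18)K9me3 peptide (50 nM) in PBS pH 7.4, 0.01% Tween-20, then compound added for 30 min. AlphaScreen streptavidin donor/nickel chelate acceptor beads (10 ug/mL final), 30 min dark, luminescence read.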
Pin1 inh = blocks the human prolyl isomerase Pin1 | Q13526 | Pin1 FP peptide displacement, HiFluor488, 10 min | Potency, µM (doses to about 115 µM), inactives show top-dose activity, negative = inhibition, actives largely listed as inhibitors | 390,000 tested, 0.009% active | AID 504891; active = well fitted inhibition curve with a large enough effect in the polarisation, with a control signal flat, not every such curve was filed as active; inconclusive = small, poorly fitted or top-dose-only effect, or effect the other way, or a change in a side signal; inactive = no such curve, though single readings can be large or run the other way; the % refers to the polarisation; also: % is scaled to controls: 0 for no effect and ±100 for the full control effect
TrxR1 inh = blocks rat thioredoxin reductase 1; O89049; recombinant rTrxR1, NADPH fluorescence consumption, selenite substrate; Potency, µM (series often up to 114 µM), for inactives: top-dose activity change, negative = inhibition, actives largely listed as inhibitors; 390,000 tested, 1% active; AID 588453; also: % is scaled to controls: 0 for no effect and ±100 for the full control effect; nearly all actives have a fitted effect of over 65% in size
Target sequence (O89049 whole entry, looked up): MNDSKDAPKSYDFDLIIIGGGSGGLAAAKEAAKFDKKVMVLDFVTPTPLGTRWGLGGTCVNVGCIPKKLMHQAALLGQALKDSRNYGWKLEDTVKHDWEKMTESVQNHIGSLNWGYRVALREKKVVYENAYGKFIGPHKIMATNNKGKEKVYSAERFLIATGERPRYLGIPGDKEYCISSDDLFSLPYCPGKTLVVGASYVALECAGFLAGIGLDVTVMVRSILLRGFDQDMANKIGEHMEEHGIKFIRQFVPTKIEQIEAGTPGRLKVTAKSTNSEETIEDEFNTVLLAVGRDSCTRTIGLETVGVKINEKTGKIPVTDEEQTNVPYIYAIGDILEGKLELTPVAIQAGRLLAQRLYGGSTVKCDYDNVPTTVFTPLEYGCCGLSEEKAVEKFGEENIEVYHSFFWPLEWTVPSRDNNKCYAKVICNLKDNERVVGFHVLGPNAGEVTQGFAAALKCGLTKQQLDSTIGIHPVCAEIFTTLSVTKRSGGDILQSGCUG
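Rat TrxR1 (90 nM in the dispensed reagent) was pre-reduced with 400 uM NADPH for 5 min at room temperature, then incubated with compound for 15 min. After 400 uM selenite was added, NADPH fluorescence (Ex 340/Em 450 nm) was followed for 8 min.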
GLS inhibitor = glutaminase GLS (human) inhibition. GLS enzymatic activity, qHTS titration. Potency, µM (top dose mostly 45.5 µM), without a hit: at the highest dose activity change, negative = inhibition, usual class: inhibitors. 410,000 tested, 0.21% active; also: % is scaled to controls: 0 for no effect and ±100 for the full control effect
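Enzyme dispensed in phosphate buffer (45 mM, pH 8.2, 0.02% Tween-20), compounds pinned in, then 1 mM L-glutamine solution and the glutamate oxidase–HRP–Amplex Red mix added; fluorescence read immediately and again after 30 min at room temperature.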
RGS4 inhibitor = human RGS4 inhibition | Transcreener GDP fluorescence polarization, RGS4-accelerated GTP hydrolysis | Potency, µM (doses to about 114 µM), for inactives: top-dose activity change, negative = inhibition, actives largely listed as inhibitors | 390,000 tested, 0.039% active; also: % is scaled to controls: 0 for no effect and ±100 for the full control effect; nearly all actives have a fitted effect of over 75% in size; some results filed as inactive show a strong effect at the top dose
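MLSMR compounds (23 nl, pin-transferred) preincubated 10 min at room temperature with a 500nM (2x) first reagent, then RGS4 at 900nM (2x) plus Transcreener GDP mix added; fluorescence polarization (620/688 nm) read before and after 90 min at 30 °C.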
ERG-DNA inh = inhibitors of human ERG Ets domain-DNA interaction | fluorescence polarization, His-ERG Ets domain / labelled DNA | Potency, µM (titrated, usually from 76.9 µM), without a hit: top-dose FP activity, negative = inhibition, actives largely listed as inhibitors | 370,000 tested, 0.028% active | P11308 | AID 624246; active = well fitted inhibition curve with a large enough effect in the polarisation, with a control signal flat; inconclusive = small, poorly fitted or top-dose-only effect, or effect the other way, or a change in a side signal; inactive = no such curve, though single readings can be large or run the other way; the % refers to the polarisation;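 also: polarization taken with two DNA probes labelled with fluorescein and Texas red; % of control where 0% means no effect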
Target sequence (P11308 whole entry, looked up, the tested form may be a part): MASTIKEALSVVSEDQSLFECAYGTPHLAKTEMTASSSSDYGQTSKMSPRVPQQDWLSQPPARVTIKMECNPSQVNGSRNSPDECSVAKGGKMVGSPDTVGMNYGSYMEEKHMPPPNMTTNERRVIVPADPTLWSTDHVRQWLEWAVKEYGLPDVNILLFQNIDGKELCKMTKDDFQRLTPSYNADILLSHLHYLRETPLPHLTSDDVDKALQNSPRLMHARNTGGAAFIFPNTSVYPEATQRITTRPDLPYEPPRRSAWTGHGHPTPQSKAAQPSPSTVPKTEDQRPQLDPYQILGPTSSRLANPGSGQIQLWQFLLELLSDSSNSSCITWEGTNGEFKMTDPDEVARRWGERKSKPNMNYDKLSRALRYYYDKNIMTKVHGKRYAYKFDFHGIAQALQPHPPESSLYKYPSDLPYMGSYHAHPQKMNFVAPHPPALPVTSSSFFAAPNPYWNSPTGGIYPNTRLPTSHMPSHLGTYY
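His-tagged ERG Ets domain (1 uM in the protein solution; 300mM KCl, 50mM Tris-HCl, 1mM EDTA, 1mM DTT, pH 7.5) received compound, then a probe mix of 5 nM fluorescein-DNA and 100nM Texas-615-DNA. Fluorescence polarization was read for both dyes.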
PGK inhibitor = inhibitors of T. brucei phosphoglycerate kinase. P07378. PGK/GAPDH coupled, Kinase-Glo luminescence, 60 min. Potency, µM (highest dose often 57.5 µM), for inactives: at the highest dose activity change, negative = inhibition, most hits filed as inhibitors. 380,000 tested, 0.043% active; also: % is scaled to controls: 0 for no effect and ±100 for the full control effect; nearly all actives have a fitted effect of over 60% in size
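Recombinant glycosomal PGK reaction used 1,3-bisphosphoglycerate generated in-well by GAPDH (100nM final) in 100mM TEA pH 7.6, 5mM MgCl2, 0.01% Tween-20. After 60 minutes at room temperature, ATP was read by Kinase-Glo Plus luminescence end-point.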
An asterisk follows results filed as active; i = inactive; u = inconclusive; x = no result given; & = joins results of further samples; [ ] = remark or other dose. Unless noted, calls follow the shape of the dose curve; as a rule, active = well fitted curve in the direction sought with a large enough effect; inconclusive = small, poorly fitted or top-dose-only effect, or another doubt; inactive = no such curve, though single readings can be large; an effect the other way counts as inactive or inconclusive. Potency is read from the fitted curve at half-maximal effect. Only part of the results is shown (hit frequency here may not be typical).

SMILES | ALOX12 inh | JMJD2A Tudor | HP1b chromo inh | Pin1 inh | TrxR1 inh | GLS inhibitor | RGS4 inhibitor | ERG-DNA inh | PGK inhibitor
O=C(CCCn1c(=O)[nH]c2cc(Cl)ccc2c1=O)NCCN1CCN(c2ccccc2)CC1 | 0% | -19% | -1% | -11% | 10%[57.1 µM] | 12% | -11% | 2% | -7%
COc1ccc(-c2nc3ccccc3o2)cc1NC(=O)c1cc(Br)ccc1OC | -18% | -33% | -2% | -6% | 24% | -3% | -8% | -2% | -8%
O=C(CSc1nc2c([nH]c3ccccc32)c(=O)n1-c1ccc(F)cc1)Nc1ccc2c(c1)OCCO2 | -11% | -19% | 13%[57 µM] | 5% | 12%[57.1 µM] | -3% | 16% | 5% | -11%
N#CCCCSc1nnnn1-c1cccc(Cl)c1 | u | 2% | 24% | -5% | 0% | 5% | -34% | 0% | -2%
CC(O)CCC(=O)NNC(=S)Nc1ccccc1 (stereo unspecified) | -9% | -7% | 14% | -5% | 1% | 21% | -20% | 3% | 4%
NC(=O)c1ccc(OCc2ccccc2)nc1 | -1% | -10% | 13% | -4% | -12% | -2% | u | 8% | 13%
COc1cc(/C=N/NC(=O)CC2C(=O)NN=C2C)ccc1O (stereo unspecified) | 2% | -8% | 30% | -2% | 6% | 21% | 0% | 12% | -4%
CN(C(=O)COC(=O)CNC(=O)c1ccccc1F)C1CCCCC1 | -5% | -18% | 4% | -10% | 19% | 7% | 21% | 6% | -5%
CC(=O)c1cccc(OCC(=O)N(C)CC(=O)Nc2ccc(F)cc2)c1 | 3% | -8%[11.4 µM] | -1% | -3% | -12% | 1% | -8%[11.4 µM] | 8% | -2%
O=C(Nc1cccnc1Cl)c1cc(-c2cccc(O)c2)on1 | 15% | -19% | 0% | 47%[activator] | 13% | -19% | -24% | 3% | -9%
O=c1c(C(c2ccc(O)cc2)c2c(O)nc3n(c2=O)CCCS3)c(O)nc2n1CCCS2 | u | u | 20% | 0% | 3.5µM* | 22% | u | -7% | -12%
O=C(NCc1cccnc1)C1CCCN1S(=O)(=O)c1ccc(Cl)cc1 (stereo unspecified) | 0% | -4% | 55%[activator] | 0% | 13% | -1% | 5% | -2% | i
CCOc1ccccc1NC(=O)CN1C(=O)C(=O)c2ccccc21 | 6% | -15% | 29% | -5% | 3% | 0% | -11% | 2% | -14%
C=CCN1C(=O)C2C(C(=O)NCc3ccccc3)C3(C)C=CC2(O3)C1C(=O)NC(C)(C)C (stereo unspecified) | 0% | -11% | 7% | 0% | 4% | 9% | -4% | 2% | i
O=C(COC(=O)c1ccccc1C(=O)c1ccc(Cl)cc1)NCC1CCCO1 (stereo unspecified) | -12% | -8% | 44%[activator] | 7% | 17% | 2% | -16% | -1% | -16%
Cc1ccc(N(Cc2ccccc2)C(=O)c2ccc(F)cc2)cc1 | 10% | 61%[activator] | 87%[activator] | 0% | 18% | -1% | -6% | -10% | -8%
Cc1ccc(S(=O)(=O)NCC(=O)OCC(=O)Nc2cccc(S(=O)(=O)NC3=NCCCCC3)c2)cc1 | -1% | -7% | 28% | 3% | -5% | 5% | 20% | 9% | 6%
CN1CCN(c2ccc(NC(=O)c3ccco3)cc2Cl)CC1 | 15% | -19% | 15% | 1% | 8% | -4% | 3% | 2% | -5%
O=C(NC1C2CC3CC(C2)CC1C3)c1ccc2c(c1)OCO2 (stereo unspecified) | -4% | -12% | 6% | -6% | 3%[57.1 µM] | 4% | 15% | 0% | -3%
CCOc1ccc(-n2c(SCC(N)=O)nc3c(c2=O)SCC3)cc1 | 0% | -9% | 32% | -3% | u | 9% | 21% | -4% | -2%
O=S(=O)(c1cccs1)n1cnc2ccccc21 | 0% | -8% | 32% | -3% | -3% | 12% | -7% | -9% | 1%
O=C(NCc1ccccc1)c1ccc(C2SCC(=O)N2Cc2ccccc2)cc1 (stereo unspecified) | 14% | 5% | 30% | -1% | 8% | -6% | -9% | 6% | i
CCCSc1nc2c(c(=O)[nH]c(=O)n2C)n1CCc1ccccc1 | 15%&-21% | -21% | 5% | 1% | 15%[57.1 µM] | 8% | -6% | -3% | -11%
NC(=O)CC1Nc2cccc3cccc(c23)NC1=O (stereo unspecified) | -25% | -27% | u | -2% | -17% | 18% | 15% | -4% | 1%
S=C(NCCc1ccncc1)Nc1ccccc1 | -2% | 1% | -1% | 5% | 13%[57.1 µM] | 5% | -45% | -12% | -2%
Later entries:
SMILES | ALOX12 inh | JMJD2A Tudor | HP1b chromo inh | Pin1 inh | TrxR1 inh | GLS inhibitor | RGS4 inhibitor | ERG-DNA inh | PGK inhibitor
O=C(Cc1ccccc1[N+](=O)[O-])Nc1ccccc1C(=O)N1CCOCC1 | 5% | -5% | 13% | u | 7%[57.1 µM] | 3% | -7% | -3% | 5%
CCOc1ccccc1NC(=O)CCc1c(C)nc2cc(-c3ccccc3)nn2c1C | -4% | 8% | 34% | -1% | 156%[activator] | -11% | 2% | 8% | -8%
Cc1cc(C(=O)NCc2cccc(Br)c2)c2c(C)nn(-c3ccccc3)c2n1 | -31% | -6% | 15% | u | 26% | -14% | 0% | 4% | -8%
CCCCn1cc(S(=O)(=O)c2ccc(CC)cc2)c(=O)c2cc(F)c(N3CCOCC3)cc21 | -8% | -15% | 24% | 42%[activator] | 15% | 2% | 15% | -1% | i
Cc1ccc(NC(=O)NNC(=O)COc2ccc(Cl)cc2)cc1 | 126%[activator] | 3% | 30% | 1% | 23% | 18% | -13% | -4% | -7%
COc1ccccc1N1CCN(C2CC(=O)N(c3ccccc3)C2=O)CC1 (stereo unspecified) | -55% | 6% | 50%[activator] | 0% | 6% | 1% | 0% | -8% | i
O=C(OCc1c(Cl)cccc1Cl)c1ccccn1 | -3% | -12% | 44%[activator] | 1% | -4% | 15% | -16% | 11% | -9%
CCOC(=O)CSc1nc2sc3c(c2c(=O)[nH]1)CCCC3 | 0% | -17% | 7% | 4% | 17% | -1% | -26% | -20% | x
CC1CN(S(=O)(=O)c2ccc(C(=O)O)cc2)CC(C)O1 (stereo unspecified) | -14% | -1% | 32% | -2% | 14% | -6% | -3% | -12% | -8%
Cc1ccccc1OCC(=O)Nc1c(C)ccc2nsnc12 | -1% | 8% | 42%[activator] | 13% | 6% | 1% | 1% | 1% | i
CCN(CC)S(=O)(=O)c1ccc2[nH]c(=O)cc(C(=O)Nc3ccccc3N3CCCC3)c2c1 | 0% | -10% | 14% | 1% | 17% | -21% | -8% | -12% | -2%
Cc1ccc(C(=O)c2c3ccc(C(F)(F)F)cc3[n+]([O-])n2CCCC(N)=O)cc1 | u | -21% | 30% | 2% | -8% | -4% | -4% | 7% | -2%
Cc1cccc(CSC2=NCCN2C(=O)c2ccc(S(=O)(=O)N(C)C)cc2)c1 | -3% | -8% | 58%[activator] | -6% | 26% | 0% | 1% | -9% | x
O=C(CSc1nc(Nc2ccc(F)cc2)c2ccccc2n1)c1ccc(F)cc1 | -11% | -17% | 46% | 18% | 7%[57.1 µM] | 7% | 4% | -5% | -1%
Cc1ccc(C)c(NC(=O)Cn2cc(S(=O)(=O)NC(C)C)c(S(=O)(=O)NC(C)C)c2)c1 | -14% | -1% | 34% | -5% | 11% | 0% | -19% | 0% | -2%
COCc1cc(C)nc2sc3c(=O)n(-c4cc(C)ccc4C)nnc3c12 | -9% | -19% | 10% | 0% | -1% | -8% | 17% | -3% | -3%
CSc1ncc(Cl)c(C(=O)Nc2nnc(SC/C=C/c3ccccc3)s2)n1 | 2% | -32% | -11% | -1% | 4%[57.1 µM] | 1% | -22% | -8% | -8%
CC(C)Sc1ccc([N+](=O)[O-])cc1C(=O)Nc1ccncc1 | 43%[activator] | -18% | 16% | -15% | 11%[57.1 µM] | -3% | 18% | -7% | 2%
CCc1c(C#N)c(SCCC(=O)Nc2cccc(OC)c2)nc2c1C(=O)CC(C)(C)C2 | 0% | 2% | 54%[activator] | 3% | 27% | 14% | 4% | -3% | -1%
CCOC(=O)c1cccc(NC(=O)CSc2nnc(-c3cccnc3)n2C)c1 | -7% | -15% | 13% | 2% | 10%[57.1 µM] | 1% | 16% | 7% | i
O=[N+]([O-])c1cccc(P(=O)(O)c2cccc([N+](=O)[O-])c2)c1 | 0% | u | u | 1% | 8% | 2% | -6% | -2% | -2%
Cc1nc2ccc(NC(=O)COc3ccccc3)cc2s1 | -10% | -10% | 33%[activator] | -4% | 17%[57.1 µM] | 4% | -5% | 4% | 1%

Part of the list above, with two lines to a compound.
Screens in order: ALOX12 inh | JMJD2A Tudor | HP1b chromo inh | Pin1 inh | TrxR1 inh | GLS inhibitor | RGS4 inhibitor | ERG-DNA inh | PGK inhibitor
Cc1ccc(C(=O)c2c3ccc(C(F)(F)F)cc3[n+]([O-])n2CCCC(N)=O)cc1
  u | -21% | 30% | 2% | -8% | -4% | -4% | 7% | -2%
Cc1cccc(CSC2=NCCN2C(=O)c2ccc(S(=O)(=O)N(C)C)cc2)c1
  -3% | -8% | 58%[activator] | -6% | 26% | 0% | 1% | -9% | x
O=C(CSc1nc(Nc2ccc(F)cc2)c2ccccc2n1)c1ccc(F)cc1
  -11% | -17% | 46% | 18% | 7%[57.1 µM] | 7% | 4% | -5% | -1%
Cc1ccc(C)c(NC(=O)Cn2cc(S(=O)(=O)NC(C)C)c(S(=O)(=O)NC(C)C)c2)c1
  -14% | -1% | 34% | -5% | 11% | 0% | -19% | 0% | -2%
COCc1cc(C)nc2sc3c(=O)n(-c4cc(C)ccc4C)nnc3c12
  -9% | -19% | 10% | 0% | -1% | -8% | 17% | -3% | -3%
